Assay outcomes as filed in PubChem.
CAL PDZ FP-1 – inhibitors of human CAL PDZ peptide binding; Q9HD26; purified CAL PDZ, TMR-peptide fluorescence polarization, 1 h; inhibition, % at 20 µM; 330,000 tested, 0.02% active; AID 504414;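 active means highest replicate inhibition of at least 40%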;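 further: plate controls were DMSO neutral control wells for no effect and unlabeled competitor peptide control wells for full effect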
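Test system: purified CerCALP PDZ construct; Compound dosing: one concentration, 20 µM compound; Also added: TMR-labelled reporter peptide T*-PRC34 bound in PDZ groove; Read-out: inhibition from polarization loss; Controls: unlabelled peptide and DMSO controls; Signal: FP readout, S and P plane fluorescence; Incubation: 1 h at RT.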
DSG3 Ab inh – inhibitors of pemphigus antibody binding to human desmoglein-3; P32926; DSG3-coupled beads, scFv-anti-DSG3-GFP binding, flow cytometry; hits give low values; binding (percent of control), % at 10 µM; 310,000 tested, 0.48% active; AID 588358;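 active means binding more than 3 SD below its plate's average and above zero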;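 further: hits lower antibody fragment binding to DSG3; some compounds called inactive have numbers as strong as hits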
CAL PDZ FP-2 – inhibitors of human CAL PDZ peptide binding. Q9HD26. purified CAL PDZ, TMR-peptide fluorescence polarization, 1 h. inhibition, % at 24.9 µM. 300,000 tested, 0.92% active. AID 602252;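 active means mean inhibition of at least 30% with at least half of replicates also reaching 30%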;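 further: 0% = DMSO neutral control and 100% = excess unlabeled competitor peptide PRC23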
V-ATPase pH – yeast V-ATPase proton transport regulation by pHLuorin. S. cerevisiae, pHLuorin cytosolic pH fluorescence. response, % at 10 µM. 350,000 tested, 0.37% active. AID 504577; in the data active means response mostly above about 7.3%, no sharp cut-off; inactive means mostly below about 5.4%; further: actives read high; inactives centre near 0; some compounds called inactive have numbers as strong as hits
Cardiac RTF inh – cardiac RTF calcium desensitization. P19429+P45379. IANBD-labeled cardiac RTF, Ca2+ fluorescence. inhibition, % at 7.15 µM. 340,000 tested, 0.12% active. AID 493244;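 active means inhibition above the mean inhibition of all tested compounds plus 3 SD, cut at about 17% in these data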;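 further: assay run at fixed EC70 calcium of 1.6 mM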
Keap1-Nrf2 PPI – Keap1-Nrf2 (human) interaction inhibition. Q14145. Keap1 Kelch-Nrf2 peptide fluorescence polarization, 1536-well. inhibition, % at 9.4 µM. 340,000 tested, 0.15% active. AID 504523; in the data active means inhibition above about 12%;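 further: human Keap1 Kelch domain with fluorescein labeled Nrf2 9mer peptide probe; 0% = neutral control wells and 100% = peptide positive control; higher means more block of Keap1 binding to Nrf2 peptide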
DAGLB inh – blocks human DAGLB lipase activity; HEK293T DAGLB membrane lysate, EnzChek fluorogenic substrate; Q8NCG7; AID 504411; inhibition, % at 5.17 µM; 340,000 tested, 0.059% active; in the data active means inhibition above about 34%;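 further: 0% = enzyme with vehicle and 100% = wells lacking enzyme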
NSD2 inh – inhibitors of human histone methyltransferase NSD2; O96028; NSD2 peptide methylation, AlphaScreen, 120 min; inhibition, % at 12.5 µM; 310,000 tested, 0.54% active; AID 743445; in the data active means inhibition above about 50%
Target sequence (O96028 whole entry, looked up): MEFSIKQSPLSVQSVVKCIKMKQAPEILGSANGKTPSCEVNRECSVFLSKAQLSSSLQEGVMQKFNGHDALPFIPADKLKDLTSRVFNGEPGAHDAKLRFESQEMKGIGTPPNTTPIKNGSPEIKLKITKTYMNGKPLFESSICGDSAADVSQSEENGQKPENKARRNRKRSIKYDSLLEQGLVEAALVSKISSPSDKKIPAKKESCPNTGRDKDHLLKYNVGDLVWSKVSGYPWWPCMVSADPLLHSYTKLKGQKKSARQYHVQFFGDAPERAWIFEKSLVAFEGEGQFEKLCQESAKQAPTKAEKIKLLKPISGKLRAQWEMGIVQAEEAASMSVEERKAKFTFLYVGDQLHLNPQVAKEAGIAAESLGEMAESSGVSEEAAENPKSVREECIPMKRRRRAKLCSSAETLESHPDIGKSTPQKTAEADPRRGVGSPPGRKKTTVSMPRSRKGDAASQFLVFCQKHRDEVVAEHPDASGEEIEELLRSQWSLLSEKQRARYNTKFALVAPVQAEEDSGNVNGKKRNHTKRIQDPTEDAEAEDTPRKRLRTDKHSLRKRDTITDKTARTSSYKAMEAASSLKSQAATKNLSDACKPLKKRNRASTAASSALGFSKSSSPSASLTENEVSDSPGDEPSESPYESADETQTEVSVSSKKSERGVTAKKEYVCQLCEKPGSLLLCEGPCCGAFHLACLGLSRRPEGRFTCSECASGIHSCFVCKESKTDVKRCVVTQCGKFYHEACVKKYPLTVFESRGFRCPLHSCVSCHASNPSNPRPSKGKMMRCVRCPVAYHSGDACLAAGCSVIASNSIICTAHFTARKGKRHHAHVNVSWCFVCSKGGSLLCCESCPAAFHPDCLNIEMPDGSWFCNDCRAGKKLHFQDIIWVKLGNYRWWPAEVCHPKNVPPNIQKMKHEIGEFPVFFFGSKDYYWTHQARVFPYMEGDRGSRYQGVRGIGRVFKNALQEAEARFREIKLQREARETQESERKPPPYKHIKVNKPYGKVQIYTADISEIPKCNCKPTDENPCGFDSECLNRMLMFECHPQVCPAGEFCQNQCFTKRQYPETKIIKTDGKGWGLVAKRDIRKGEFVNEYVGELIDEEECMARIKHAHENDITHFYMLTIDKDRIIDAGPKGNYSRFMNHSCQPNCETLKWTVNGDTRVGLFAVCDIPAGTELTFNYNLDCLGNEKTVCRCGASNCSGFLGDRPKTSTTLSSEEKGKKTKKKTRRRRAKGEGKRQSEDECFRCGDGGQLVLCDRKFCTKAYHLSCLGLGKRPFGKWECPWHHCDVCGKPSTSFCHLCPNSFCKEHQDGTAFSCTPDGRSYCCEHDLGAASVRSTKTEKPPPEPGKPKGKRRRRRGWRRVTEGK
Arr AP2 block – blocks beta-arrestin peptide binding to AP2 adaptin. AID 504490. FITC-arrestin peptide / GST-AP2 beads, flow cytometry; AP2 beta2 appendage carries R879A mutation. 340,000 tested, 0.31% active. inhibition, % at 10 µM;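 active means inhibition above a set limit, near 3 SD of compounds lacking own fluorescence, cut at about 54% in these data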;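 further: plate controls were DMSO wells for no effect and 5 µM unlabelled arrestin peptide for full effect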
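Test system: GST-tagged AP2 beta2-adaptin appendage (R879A) on 4 µm glutathione beads; also added: fluorescein-tagged arrestin peptide at 50 nM final; timing: 12 min plus 1 h, RT; signal: flow cytometry, FL1 (488/535 nm); read-out: percent drop in bead-associated FITC signal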
C-LANA FP – KSHV C-LANA DNA binding inhibition; inhibition, % at 9 µM; 340,000 tested, 0.078% active; MBP-C-LANA/FAM-LBS DNA binding, fluorescence polarization;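 active means highest replicate inhibition at or above 60% at 9 µM, even if other replicates fall short; inactive means all replicates below 60% inhibition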;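 further: 0% = neutral control wells and 100% = 4 µM acridine orange control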
The depositor's hits bear a star; . = not tested or not shown.

Order of values – CAL PDZ FP-1	DSG3 Ab inh	CAL PDZ FP-2	V-ATPase pH	Cardiac RTF inh	Keap1-Nrf2 PPI	DAGLB inh	NSD2 inh	Arr AP2 block	C-LANA FP
> O=C(c1cc([N+](=O)[O-])ccc1N1CCOCC1)N1CCOCC1
  0.1	97	3	8	-3	2	-4	-2	5	1.2
> COC(=O)c1cccc(C23CC4(C2)[C@H](CN(Cc2cccnc2)[C@@H]4c2ccccc2)C3c2ccc(Cl)nc2)c1 (stereo not given in full)
  -0.6	105	-2	9	-12	-1	3	.	20	-0.7
> COc1ccc(S(=O)(=O)N2CCOCC2)cc1C(=O)Nc1cc(C)on1
  0.3	109	-2	-4	-5	-7	-2	-1	-1	3.3
> CCOc1ccc(NCc2nnc(SCC(=O)Nc3nc(-c4ccccc4)cs3)n2-c2ccccc2)cc1
  -0.3	99	-2	0	-3	-1	3	-3	43	2.5
> CSc1ccc(-c2cc(=O)c3ccccc3o2)cc1
  -3.1	88	-3	0	6	-4	-8	.	-2	-0.1
> COc1ccccc1CNC(=O)CNCC1CCCO1 (stereo not given)
  .	.	-3	6	-5	-5	4	0	-14	-1.5
> Cc1ccc(CNS(=O)(=O)c2ccc3c(c2)OCCO3)cc1
  -2.8	129	-4	0	6	2	-5	0	6	1.4
> Fc1cccc(C2CCCCN2Cc2nc(C3CC3)no2)c1 (stereo not given)
  0.3	98	.	0	-18	0	-6	7	7	-0.5
> O=C(C1CCCCC1)N1CCN(C(=O)C2CCCCC2)CC1
  -2.2	120	1	2	-3	-5	3	-2	-2	-0.3
> Cc1cc(NC(=O)CCN2CCN(C)CC2)ccc1Br
  -1.6	113	.	1	-17	5	2	1	8	0.9

Taken from above.
In NSD2 inh, COc1ccccc1CNC(=O)CNCC1CCCO1 (stereo not given) is listed with 0
In Keap1-Nrf2 PPI, O=C(c1cc([N+](=O)[O-])ccc1N1CCOCC1)N1CCOCC1 is listed with 2
In Arr AP2 block, COC(=O)c1cccc(C23CC4(C2)[C@H](CN(Cc2cccnc2)[C@@H]4c2ccccc2)C3c2ccc(Cl)nc2)c1 (stereo not given in full) is listed with 20

Continued.
Order of values – CAL PDZ FP-1	DSG3 Ab inh	CAL PDZ FP-2	V-ATPase pH	Cardiac RTF inh	Keap1-Nrf2 PPI	DAGLB inh	NSD2 inh	Arr AP2 block	C-LANA FP
> O=C(COC(=O)CNC(=O)c1ccccc1)NC1CCCCC1
  -2.4	109	-2	-3	-10	-3	0	-2	2	0.5
> CN(CC(=O)Nc1cccc(F)c1)C(=O)c1ccc(-c2ccc(Cl)cc2)o1
  -1.3	107	6	1	2	-1	0	0	3	0.2
> COc1ccc(N2C(=O)NC(NS(=O)(=O)c3ccccc3)(C(F)(F)F)C2=O)cc1 (stereo not given)
  -1.6	.	-6	-1	-3	2	-2	0	-13	2.6
> COc1ccc(OC)c(Nc2nc(C3CC3)nc3c2nnn3Cc2ccccc2)c1
  0.0	101	-3	-1	5	0	-5	-2	-19	1.1
> CC(O)CNC(=S)Nc1ccccc1 (stereo not given)
  0.0	98	-5	3	-3	-2	-2	14	4	7.4
> CC(=O)Nc1c(C)ccc(CNC(=O)COc2ccc(F)cc2)c1C
  -1.8	105	0	6	1	3	-1	-3	2	-0.6
> Cc1nc(N2CCCC2)c2nnn(Cc3ccccc3Cl)c2n1
  -1.6	113	.	1	-2	-6	-5	-1	1	1.5
> COc1ccccc1NC(=O)c1ccc(CS(=O)(=O)c2ccc(C)cc2)cc1
  -2.0	85	1	1	3	-2	0	-2	8	-0.1
> COCc1ccc(CN2CCCC(C(=O)Nc3ccccc3-c3ccc(OC)cc3)C2)o1 (stereo not given)
  0.2	105	.	-1	-15	-5	1	41	7	-0.7
> CCOC(=O)c1cn2c(C)cccc2n1
  0.5	99	.	0	1	5	-2	1	-12	0.5
> CC(C)=C(NC(=O)c1ccco1)C(=O)NCCc1nc2ccccc2[nH]1
  -1.0	109	-5	0	-7	-3	-2	0	5	-1.0
> COc1cc(OC)cc(C(=O)N[C@H](C(=O)Nc2c(C)n(C)n(-c3ccccc3)c2=O)C(C)C)c1
  -0.6	.	-2	-1	2	-3	0	-1	-11	-0.4
> COc1cc(NC(=O)c2ncn[nH]2)cc(OC)c1OC
  -2.3	103	-3	-1	-22	-4	1	-1	17	-1.8
> C[C@]1(C(=O)O)C=C[C@@H](Cc2ccccc2)N1C(=O)c1ccccc1
  0.9	103	-4	-3	-1	-3	0	.	10	-1.2
> COCCCn1c(SCC(=O)N2CCc3ccccc32)nnc1-c1ccco1
  -1.0	.	.	2	-5	-4	-1	37	-6	0.4
> C/C(Cc1ccccc1)=N\NC(=O)CNC(=O)c1cccc(Cl)c1
  -1.1	.	-2	-2	2	-3	0	-1	45	-0.3
> O=C(NCCN1CCOCC1)c1cc2cc(Br)ccc2oc1=O
  .	104	3	-5	-6	0	0	-6	2	-1.7
> CC1CN(c2oc(-c3cccs3)nc2C#N)CC(C)O1 (stereo not given)
  -0.8	102	-1	3	-4	-1	-2	1	-7	1.9
> COC(=O)C1CCN(C(=O)C2CCC(=O)N(CCCc3ccccc3)C2)CC1 (stereo not given)
  -0.9	.	69*	0	1	-5	0	0	-1	-0.7
> CCOC(=O)C1CCN(S(=O)(=O)c2ccc3c(c2)CC(=O)N3C)CC1
  -1.0	99	-2	-2	2	-6	-2	-6	7	-2.7
> COc1ccc(C(=O)OCc2cc(=O)n3ccsc3n2)cc1F
  1.0	106	-3	0	2	-6	-5	-4	-2	-1.4
> COc1ccc(C)cc1NC(=O)C1CCN(S(=O)(=O)c2cccs2)CC1
  -2.3	.	1	-12	7	3	-1	-1	1	0.3
> CCOC(=O)c1oc2ccc(S(=O)(=O)N3CCOCC3)cc2c1C
  -0.9	69	.	-5	2	-3	-2	-1	22	1.5
> COCCn1c(SCC(=O)N2CCCC2)nnc1C(C)C
  .	95	-6	0	-6	5	-2	-3	7	0.4
> Cc1ccnc(NS(=O)(=O)c2ccc(NC(=O)c3cc(-c4ccccc4)nc4ccccc34)cc2)n1
  -1.0	105	-3	-2	-5	-2	5	11	6	1.4
> CC(C)(NO)/C(=N/O)c1ccc(Br)cc1
  -1.8	98	-1	7	3	-7	-1	0	3	-1.2
> Cc1ccc(NC(=O)C(C)SCC(=O)Nc2ccc(F)cc2)cc1S(=O)(=O)N1CCOCC1 (stereo not given)
  -2.5	101	-2	1	-1	-1	1	1	0	-0.3
> Cc1ccc(CNC(=O)CSc2ccc(-c3ccccn3)nn2)cc1
  -2.2	99	0	6	-3	3	0	-5	18	0.3
> Cc1ccnc(N2CCC(C(=O)NCc3ccc4c(c3)OCO4)CC2)n1
  -0.6	93	-1	1	-3	-9	-3	2	0	0.0
> CCOC(=O)CCN1C(=O)c2ccccc2Sc2ncccc21
  -0.3	103	-6	-1	-6	-2	1	-2	28	2.5

Of the compounds above, these contain an NH in an aromatic ring.
Order of values – CAL PDZ FP-1	DSG3 Ab inh	CAL PDZ FP-2	V-ATPase pH	Cardiac RTF inh	Keap1-Nrf2 PPI	DAGLB inh	NSD2 inh	Arr AP2 block	C-LANA FP
> CC(C)=C(NC(=O)c1ccco1)C(=O)NCCc1nc2ccccc2[nH]1
  -1.0	109	-5	0	-7	-3	-2	0	5	-1.0
> COc1cc(NC(=O)c2ncn[nH]2)cc(OC)c1OC
  -2.3	103	-3	-1	-22	-4	1	-1	17	-1.8

Further structures.
Order of values – CAL PDZ FP-1	DSG3 Ab inh	CAL PDZ FP-2	V-ATPase pH	Cardiac RTF inh	Keap1-Nrf2 PPI	DAGLB inh	NSD2 inh	Arr AP2 block	C-LANA FP
> O=C(O)c1ccc(Cn2nnc3sc4c(c3c2=O)CCCC4)cc1
  -1.9	90	4	0	.	-6	.	8	23	1.6
> CN1CCN(c2ccccc2NC(=O)c2cc3c(s2)-c2ccccc2OC3)CC1
  -0.8	93	9	-2	-3	2	-1	.	1	-0.4
> C[C@H](NC(=O)COc1ccccc1)C(=O)OCC(=O)c1cc2ccccc2o1
  -0.2	116	2	7	-10	-5	-1	1	8	3.0
> COc1cc(/C=C(\NC(=O)c2ccccc2)C(=O)NCC(=O)O)c([N+](=O)[O-])cc1OC
  -1.7	84	-4	2	-35	0	-1	-2	7	1.0
> CCCN1C(=O)c2cc(C(=O)Nc3ccc(OC)c(OC)c3)ccc2C1Nc1ccc(OC)c(OC)c1 (stereo not given)
  -2.4	81	-3	-1	0	-4	2	1	7	-0.1
> CCc1ccc(/C=C2\SC(=S)N(CCC(=O)NCCCN3CCOCC3)C2=O)cc1
  -1.0	106	.	-3	2	-4	-2	5	29	-0.5
> CC1(C)C2CC=C(/C=N/NC(=O)c3ccc(O)cc3)C1C2 (stereo not given)
  -1.8	87	78*	0	-11	-4	-6	2	0	1.1
> CC(=O)N1CCc2c(sc(NC(=O)c3ccc([N+](=O)[O-])o3)c2C#N)C1
  -0.8	87	-1	2	-1	-1	3	.	-3	4.3
> COCc1cc(S(=O)c2ccc(Cl)cc2)nc(C)n1 (stereo not given)
  -0.8	97	2	3	-8	-27	-5	22	7	-0.5
> CC(C)C(=O)Nc1nnc(SCC(=O)NC2CC2)s1
  0.2	.	-1	-1	9	0	-3	2	19	0.2
> Cc1nc(NC(=O)c2cnccn2)ccc1Br
  1.3	94	8	-2	-6	-1	-2	-1	4	-1.0
> COc1ccc(NC(=O)COC(=O)c2ccc3c(c2)OCCO3)cc1
  .	99	.	-1	.	.	-3	-6	.	.
> Cc1[nH]n(-c2nc(-c3ccc(Cl)cc3)cs2)c(=O)c1N=Nc1ccc(O)cc1
  0.9	94	0	-1	.	-7	.	0	6	0.7
> COC(=O)c1cc(Br)c(=O)n(-c2nccs2)c1
  -2.4	104	-3	0	-3	-1	-1	-1	12	2.0
> Cn1ncc(C#N)c1NC(=O)c1nn2cccnc2c1Cl
  -1.1	101	-5	-2	-17	-4	0	0	15	-1.8
> COc1ccc(CNCCNC(=O)c2nonc2N)cc1OC
  -0.3	105	3	1	-5	1	-2	-1	-3	-1.1
> O=c1c(=O)n(O)c2ccccc2n1O
  -1.5	103	-5	2	-6	-6	-1	.	-3	-0.4
> CC1CN(C(=O)[C@@H]2CCCN2S(=O)(=O)c2ccc(Cl)cc2)CC(C)O1 (stereo not given in full)
  0.8	.	0	-4	2	-4	2	-3	6	0.5
> Cc1cccc(CSc2nnc(-c3cnccn3)n2C)c1
  0.0	106	.	1	-3	0	1	-1	-7	-11
> COc1ccc(/C=C(/C(=O)Nc2ccccc2C(=O)N2CCCC2)c2ccccc2)cc1
  -2.8	107	-2	0	-11	5	-1	1	-10	3.5
> Cc1nn(C)c(C(=O)Nc2cccc(CN3CCOCC3)c2)c1Br
  -1.5	103	4	-2	0	1	-1	2	31	-1.0
> Cc1cc(C)c(-c2c(N)cc(Br)cc2Br)c(N)c1
  -1.5	105	.	0	-3	-4	0	-2	3	-2.1
> Cc1nc(NC(=O)c2ccccc2)sc1C1(C)CC(c2ccccc2F)=NO1 (stereo not given)
  -0.7	97	1	4	2	-2	-3	.	21	0.3
> CC(=O)c1ccccc1NC(=O)c1ccc(OCc2c(C)noc2C)cc1
  -0.8	121	0	-1	4	-6	-2	-4	11	3.8

A portion of the library. The share of hits here may be higher or lower than overall.
